# ST2 IL33 inh: blocks human ST2 binding to IL-33 | Q01638 | AlphaLISA ST2-Fc/biotin-IL-33 interaction, 1 h | inhibition, % for hits at 17 µM | 78,000 tested, 2.3% active | AID 1259354; in the data active = inhibition above about 30%; inconclusive = mostly about 10% to 28%
# Target sequence (Q01638 whole entry, looked up): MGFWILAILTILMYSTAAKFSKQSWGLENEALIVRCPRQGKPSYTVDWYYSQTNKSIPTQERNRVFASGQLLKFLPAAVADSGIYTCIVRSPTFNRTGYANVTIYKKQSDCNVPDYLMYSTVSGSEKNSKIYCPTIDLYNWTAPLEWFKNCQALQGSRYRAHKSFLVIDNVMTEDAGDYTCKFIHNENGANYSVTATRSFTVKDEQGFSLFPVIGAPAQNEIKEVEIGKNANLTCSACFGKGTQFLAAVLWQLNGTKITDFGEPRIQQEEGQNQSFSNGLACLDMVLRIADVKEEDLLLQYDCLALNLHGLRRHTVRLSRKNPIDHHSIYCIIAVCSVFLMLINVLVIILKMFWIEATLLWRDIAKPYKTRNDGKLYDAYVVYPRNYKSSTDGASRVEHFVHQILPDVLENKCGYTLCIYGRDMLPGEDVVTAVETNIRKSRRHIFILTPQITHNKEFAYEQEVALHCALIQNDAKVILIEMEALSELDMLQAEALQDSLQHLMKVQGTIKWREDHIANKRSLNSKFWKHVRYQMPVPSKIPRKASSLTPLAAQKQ
# The depositor's hits bear a star; i = inactive; ? = inconclusive. The list is partial; rates above refer to the full screens.
SMILES,ST2 IL33 inh
Cc1ccc(-c2nn(-c3cccc(F)c3)cc2CN2CCC(C(O)c3nccn3C)CC2)o1 (centres undefined),?
COCC(=O)N1Cc2c(ncn2Cc2ccc(OC)cc2)C[C@H]1C(=O)OC,68%*
C1=CC[C@H]2CN(Cc3cnc(CC4CCCC4)[nH]3)C[C@H]2C1,i
CCCC1COCCN1C(=O)c1c[nH]c(=O)[nH]c1=O (centres undefined),i
C/C(=C/c1nsc(Nc2ccc(Cl)cc2)n1)NC1CC(C)(C)NC(C)(C)C1,i
C=CCn1cc(C(=O)N2CCOCC2)c(=O)c2cc(S(=O)(=O)N3CCCCCC3)ccc21,i
CC(=NS(=O)(=O)c1ccc(C)cc1)N1CCN(S(=O)(=O)c2ccc(C)cc2)C1C(C)C (centres undefined),i
COc1nn(-c2ccccc2)c(=O)c(Cl)c1Cl,i
Cc1cccc(NC(=O)CNC(=O)Cn2c(C)cc3ccccc3c2=O)n1,i
COCc1cc(NCc2cccnc2-n2cnc3ccccc32)ncn1,i
CC(=O)c1cccc(N=Cc2cccc([N+](=O)[O-])c2O)c1,?
O=C(Cn1c(=O)n(-c2ccc(F)cc2F)c(=O)c2sccc21)NCc1ccco1,i
Cc1nsc(NC(=O)N(C)Cc2cnc(-c3ccccc3)s2)n1,?
COc1cccc(Cc2nc(Cc3ccccc3)n[nH]2)c1,i
Cc1cc(N2CC(C)CC(C)C2)nc2ccc(NC(=O)CCC(=O)N3CCCCCC3)cc12 (centres undefined),?
Cc1ncsc1CCC(=O)NC(C)Cc1cnccn1 (centres undefined),i
c1ccc(C2CC(c3ccccc3)n3nnnc3N2)cc1 (centres undefined),i
N#Cc1cc2c(nc1SCC(=O)Nc1cccc(C(F)(F)F)c1)CCC2,?
CNC(=O)CC1(Cc2ccccc2)C(=O)N(C)c2ccccc21 (centres undefined),i
CCC(C(=O)Nc1ccc(Nc2nc(C)cc(Nc3ccc(OC)cc3)n2)cc1)c1ccccc1 (centres undefined),?
CC(C)C(NS(=O)(=O)c1cccs1)C(=O)N1CCc2ccccc2C1 (centres undefined),i
N#CC1(C#N)C2CCCCC23OC(=N)C1(C#N)C(c1ccncc1)O3 (centres undefined),?
COc1ccc(CNC(=O)C[C@@H]2CCNC[C@@H]2Cc2cc(CSc3ccccc3)on2)cc1,i
Cc1[nH]nc(CCC(=O)N2CCOC(CCc3ccccc3)C2)c1C (centres undefined),i
Cc1ccc(N2CCCS2(=O)=O)cc1NC(=O)COc1ccc(Cl)cc1,?
O=C(Nc1ccccc1F)C1c2ccccc2C(=O)N2CCc3ccccc3C12 (centres undefined),i
CCOc1ccc(NC(=O)c2cc(Cl)ccc2Cl)c([N+](=O)[O-])c1,i
Cc1ccc(Cl)cc1NC(=O)CN1CCN(Cc2ccccc2F)S1(=O)=O,97%*
CCOc1ccc(N(C(C)C(=O)Nc2ccc3c(c2)OCO3)S(C)(=O)=O)cc1 (centres undefined),i
COc1ccc(Cl)cc1-c1ncnc2[nH]ccc12,i
CCCCOC(=O)C1=C(C)Nc2ncnn2C1c1cc(Br)ccc1F (centres undefined),i
CCCC(C)c1nnc(NC(=O)c2ccccc2-c2ncn[nH]2)s1 (centres undefined),i
CC1(C)CC(=O)C2=C(C1)Nc1nc(SCc3ccccc3F)[nH]c(=O)c1C2c1cccnc1 (centres undefined),i
Cc1ccc(-n2[nH]c(=O)c(C3=c4ccccc4=NC3=O)c2O)cc1Cl,i
CCCCC(=O)Nc1ccc(NC(=O)c2ccccc2[N+](=O)[O-])cc1OC,i
CCOC(=O)C1=C(N)OC2=C(C(=O)CC(c3ccccc3)C2)C1c1ccccc1OC (centres undefined),i
COc1ccc(NC(=O)c2cc(-c3ccc4c(c3)OCO4)on2)c(OC)c1,?
Cc1ccccc1-c1nc(CN2CCN(C(=O)c3ccc[nH]3)CC2)c(C)o1,i
Cc1cc(C)cc(OCCNC(=O)c2ccc([N+](=O)[O-])cc2Cl)c1,i
O=C(C1CCCN1S(=O)(=O)c1cccc2nsnc12)N1CCN(c2ccccc2)CC1 (centres undefined),i
Cc1cc([N+](=O)[O-])ccc1N=Cc1ccc(Br)c([N+](=O)[O-])c1,?
C=CC[C@H]1CC=C[C@H](CC=C)N1C(=O)C(F)(F)F,i
Cc1cc(N2CCCCC2)nc(N2CCN(S(=O)(=O)c3ccc(I)cc3)CC2)n1,?
CSc1ccccc1NC(=O)c1cc(C2CC2)on1,i
O=C(NCCCN1CCCCC1)c1cc(-c2ccc(Cl)s2)nc2ccccc12,?
COc1ccccc1CNC(=O)CN(c1ccccc1Cl)S(=O)(=O)c1ccccc1,i
Nc1c(C(=O)NCCc2ccccc2)nnn1Cc1ccccc1,i
CCOc1ccccc1C(=O)Nc1ccc(Cl)c(N2CCCS2(=O)=O)c1,i
O=C(Cn1cnc2scc(-c3ccccc3)c2c1=O)c1ccc(Cl)c(Cl)c1,i
CC1=C(C(=O)Nc2cccnc2)C(c2cccs2)n2nc(SCc3ccccc3F)nc2N1 (centres undefined),i
COc1ccc2cc3cc(C(=O)NC(C)C)oc3nc2c1,i
CC(C(=O)O)n1cc(-c2ccc(S(C)(=O)=O)cc2)cn1 (centres undefined),?
COC1CC(O[C@H]2CC[C@]3(C)C4CC[C@]5(C)C(C6=CC(=O)OC6)=CCC56OC46CC[C@@H]3C2)OC(C)C1O[C@@H]1O[C@H](CO[C@@H]2O[C@H](CO)[C@@H](O)[C@H](O)[C@H]2O)[C@@H](O)[C@H](O)[C@H]1O (some centres undefined),i
O=C(NCc1cnn2ccccc12)c1cnc2ccccn12,i
CC1=C(C(=O)Nc2ccc(C)cn2)C(c2cccs2)C2=C(CCCC2=O)N1 (centres undefined),i
COc1cc(/C=C/c2[nH]c(=O)[nH]c(=O)c2[N+](=O)[O-])ccc1OCc1ccccc1,i
O=C(c1cccc(S(=O)(=O)N2CCOCC2)c1)N1CCCCC1,i
C=CCN1C(=O)/C(=C/c2ccccc2)SC1=Nc1cccc([N+](=O)[O-])c1,47%*
CCN(CC)CCCn1c(-c2ccccc2)cn2c3ccccc3nc12,?
O=c1[nH]c(-c2ccccc2)nc2c1C1(CCCCC1)Cc1ccccc1-2,i

# Next part.
SMILES,ST2 IL33 inh
CC(=O)Nc1cc2nc3ccccc3nc2cc1NC(C)=O,i
CCN(CC)CCCn1c(-c2ccc(Br)cc2)cn2c3ccccc3nc12,?
CCOC(=O)C1=C(c2ccccc2)Nc2ncnn2C1c1ccc(Cl)cc1 (centres undefined),i
C#CCN(C)C1CCN(C(C)=O)CC1,i
CCN(C)c1ccc(/C=C2/C(=O)NN(c3ccc(Cl)c(Cl)c3)C2=O)cc1,i
COc1ccccc1N1CCN(CC(=O)N2c3ccccc3CCc3ccccc32)CC1,?
O=C(Cc1cccs1)N1CCN(c2ccccc2)CC1,?
CN(C)c1ccc(/C=C2/SC(=Nc3ccccc3)NC2=O)cc1,?
Cn1c(=O)c(C(=O)NS(=O)(=O)c2ccccc2Cl)cn1-c1ccccc1,i
O=C1Nc2cc(Cl)c(Cl)cc2N(O)N1c1ccc(F)c([N+](=O)[O-])c1,i
Cc1cccc(NC(=O)CN2C(=O)C(=O)c3ccccc32)c1,i
CC(=O)N1c2c(cc(Br)cc2S(=O)(=O)Nc2cc(F)ccc2F)CC1C (centres undefined),i
COc1ccc2cc3cc(C(=O)N4CCN(c5cccc(Cl)c5)CC4)oc3nc2c1,i
CCN1CCN(CCCNC(=O)Cc2cn(C)c3ccccc23)CC1,i
COC(=O)/C=C/C12COC(C)(C)C1C(O)C(OC(C)=O)C1(C)C2CCC2(C)C(c3ccoc3)OC(=O)C3OC321 (centres undefined),i
CN1CC2(CCCN(Cc3nnc(-c4ccco4)o3)CC2)OC1=O (centres undefined),i
CC(=O)NC(=Nc1nc(C)cc(C)n1)Nc1ccc([N+](=O)[O-])cc1C,i
COc1cc2c(C(=O)NCCCN3CCC(C)CC3)cn(CC(C)C)c(=O)c2cc1OC,i
Cc1nc(CN(C(=O)c2ccc(C3CCCO3)s2)C(C)C)no1 (centres undefined),i
O=C(O)c1ccc(CS(=O)(=O)Cc2ccccc2)o1,i
c1ccc(OCc2noc(CN3CCC(c4ccncc4)CC3)n2)cc1,i
O=C1c2ccccc2S(=O)(=O)N1CC(O)COc1ccc(Cl)cc1 (centres undefined),i
CC(C)CN1CCC(NCC(C)Oc2cccnc2)CC1 (centres undefined),i
Cc1sc2c(c1C)C(=O)NC(c1ccc(N(C)C)cc1)N2 (centres undefined),i
CC(=O)N[C@H]1C[C@@H](CC(C)C)O[C@@H](CCc2ccccc2)C1,?
Cc1cc(=O)oc(C)c1C(=O)N(C)Cc1ccccc1,i
Nc1c(Cl)cc(N2C(=O)c3cccc([N+](=O)[O-])c3C2=O)cc1Br,i
Cc1ccc(S(=O)(=O)N2CCCCC2C(=O)N2CCCCCC2)cc1 (centres undefined),i
O=C(CCN1C(=O)c2ccccc2C1=O)Nc1ccccc1Cl,?
COc1cccc(NC(=O)N[C@H]2[C@H](O)[C@@H](N(C)CCc3ccccn3)[C@@H]3OC[C@H]2O3)c1,?
O=C1CCc2cc(S(=O)(=O)N3CCN(S(=O)(=O)c4cccc(F)c4)CC3)cc3c2N1CC3,?
COC(=O)C1=C(NC(=O)c2cccc3ccccc23)CCS1,44%*
COc1cncc(-c2cc(Cl)ccc2OC)c1,i
FC(F)(F)c1cccc(CCC2CCCNC2)c1 (centres undefined),i
Cn1c(=O)[nH]c(=O)c2c1nc(Br)n2CCCc1ccccc1,i
N#CC(c1ccccc1O)N1N=C(c2ccccc2)CC1c1ccccc1 (centres undefined),?
CC(Cc1c[nH]c2ccccc12)NC(=O)C(c1ccccc1)c1ccccc1 (centres undefined),i
c1ccc(-c2csnn2)cc1,i
COc1ccc(C2C(C#N)=C(N)N(c3ccc([N+](=O)[O-])cc3)C3=C2C(=O)CCC3)cc1OC (centres undefined),?
O=C1C=C(c2ccccc2)C[C@H](c2cccs2)[C@H]1n1nnc2ccccc21,?
O=C(Cn1nnnc1CN1CCCC1)N1CCc2ccccc2C1,?
Cc1cc(C)c(S(=O)(=O)Nc2ccc3oc(=O)sc3c2)c(C)c1,?
CC1CC(C)CN(CCCNS(=O)(=O)c2cccc3nonc23)C1 (centres undefined),i
CCC(=O)Nc1ccc(-c2nc3ccc(Br)cc3c(=O)o2)cc1,i
O=C(Nc1c(Cl)cccc1Cl)c1cc(-c2ccco2)on1,i
O=[N+]([O-])c1cccc(Nc2ccccc2)c1,33%*
c1ccc(-c2ccnc(CCn3cnc(-c4ccccc4)c3-c3cnc[nH]3)n2)cc1,?
COc1cc(/C=C2/C(=O)N(c3ccccc3)N=C2C)ccc1OCCOc1ccc(C)cc1,?
CCCCNC(=O)c1cn(C)c(=O)c2c1c1ccccc1n2C,i
c1ccc2c(N3CCOCC3)nnc(N3CCOCC3)c2c1,i
O=[N+]([O-])c1ccc(-n2nc3ccc4nonc4c3n2)cc1,?
CCOc1nc(-c2ccc(Cl)cc2)nc2ccccc12,i
O=c1c2ccccc2c(-c2ccccc2)nn1-c1ccc(C(F)(F)F)cn1,i
COc1ccccc1C(=O)Nc1c2c(nn1-c1cccc(C)c1C)CS(=O)C2 (centres undefined),i
Cc1ccc(C(=O)N2N=C(c3ccccc3)CC2c2ccccc2)cc1 (centres undefined),i
CN(CCc1ccccn1)C(=O)c1cc(COc2ccc3c(c2)OCO3)[nH]n1,?
Cc1cccc(-c2ccc(NC(=O)C3CCN(C(=O)[C@@H]4C[C@@H]5C=C[C@H]4C5)CC3)cc2)c1,i
CC(=O)c1ccc(NC(=O)CCCn2nc([N+](=O)[O-])c(Cl)c2C)cc1,i
O=C(CCc1ccco1)N1CC[C@@H](c2ccc3ccccc3c2)[C@H](O)C1,i
CC1CC=C2C1CC1(O)C(=O)CC2(C)C1(C)CO (centres undefined),i

# Continued:
SMILES,ST2 IL33 inh
Cc1ccccc1NS(=O)(=O)c1ccccc1[N+](=O)[O-],i
Cc1cccc(NC(=O)c2cc3c([nH]c4ccccc43)c(C)n2)c1C,i
NC(N)=Nc1nc2ccccc2[nH]1,?
Cc1cc(C)cc(-n2cnc3cc(C(=O)NCc4cccnc4)ccc32)c1,i
CCCc1nnc(NC(=O)CN2C(=O)CCC2=O)s1,i
Clc1cccc(CN2CCCCCC2)c1,i
Cc1ccc(NC(=O)N2Cc3[nH]cnc3C[C@H]2c2nc(-c3ccc(Cl)cc3)no2)cc1,?
COc1ccc2nc3oc(C(=O)Nc4ccc(OC)c(OC)c4)cc3cc2c1,i

# Among those listed so far, these contain a nitro group on carbon:
SMILES,ST2 IL33 inh
CC(=O)c1cccc(N=Cc2cccc([N+](=O)[O-])c2O)c1,?
CCOc1ccc(NC(=O)c2cc(Cl)ccc2Cl)c([N+](=O)[O-])c1,i
CCCCC(=O)Nc1ccc(NC(=O)c2ccccc2[N+](=O)[O-])cc1OC,i
Cc1cc(C)cc(OCCNC(=O)c2ccc([N+](=O)[O-])cc2Cl)c1,i
Cc1cc([N+](=O)[O-])ccc1N=Cc1ccc(Br)c([N+](=O)[O-])c1,?
COc1cc(/C=C/c2[nH]c(=O)[nH]c(=O)c2[N+](=O)[O-])ccc1OCc1ccccc1,i
C=CCN1C(=O)/C(=C/c2ccccc2)SC1=Nc1cccc([N+](=O)[O-])c1,47%*
O=C1Nc2cc(Cl)c(Cl)cc2N(O)N1c1ccc(F)c([N+](=O)[O-])c1,i
CC(=O)NC(=Nc1nc(C)cc(C)n1)Nc1ccc([N+](=O)[O-])cc1C,i
Nc1c(Cl)cc(N2C(=O)c3cccc([N+](=O)[O-])c3C2=O)cc1Br,i
COc1ccc(C2C(C#N)=C(N)N(c3ccc([N+](=O)[O-])cc3)C3=C2C(=O)CCC3)cc1OC (centres undefined),?
O=[N+]([O-])c1cccc(Nc2ccccc2)c1,33%*
O=[N+]([O-])c1ccc(-n2nc3ccc4nonc4c3n2)cc1,?
CC(=O)c1ccc(NC(=O)CCCn2nc([N+](=O)[O-])c(Cl)c2C)cc1,i
Cc1ccccc1NS(=O)(=O)c1ccccc1[N+](=O)[O-],i

# High-throughput results from PubChem.
